mHtt clearance – compounds clearing mutant huntingtin protein | HeLa Exon1htt(103Q)mCFP, aggregate imaging; zero = plate's median compound well | inhibition, % at 1.5 µM | actives 0.42% (n = 47,000) | AID 853;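 active = inhibition of aggregate fluorescence above about 70%, also judged a hit by eye on the cell image, limit read from the data, passing the limit was not always enough; inconclusive = no rule stated for this call; inactive = not judged a hit on image review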;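 note: cells exposed to compound for three days before fixation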
mHtt clearance grain fraction – further read-out of mHtt clearance, marked with its call; fraction fluorescence in grains; measured here: aggregate grain fluorescence fraction; active compounds read low;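 scaled fraction of total cell fluorescence in grains with unit not stated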
An asterisk follows results filed as active; i = inactive; ? = inconclusive; / = not tested or not shown. Some of the compounds tested; the hit share may differ from the screen's.

SMILES | mHtt clearance | mHtt clearance grain fraction
CCN(C(=O)c1cn(C)c(=O)c2cc(OC)c(OC)cc12)c1cc(OC)ccc1OC | -17 | 38
COc1ccc(CCNC(=O)CC2Oc3ccc(Cl)cc3NC2=O)cc1OC (configuration not stated) | -15 | 43
CCCn1nnc(NC(=O)C(c2ccccc2)c2ccccc2)n1 | -44 | 57
COc1cc(S(=O)(=O)N(Cc2ccc(C)cc2)Cc2ccco2)ccc1-n1cnnn1 | -19 | 21
COc1ccccc1-c1nnc2n1N=C(C)CS2 | -34 | 54
COc1ccc(C(=O)CSc2nnc(-c3cc4ccccc4cc3O)n2Cc2ccco2)cc1 | 24 | 15
CCS(=O)(=O)CCSc1nc(C)cc(C)n1 | -10 | 20
Cc1c(C#N)c2ncn(Cc3ccccn3)c(=O)c2n1-c1ccccc1 | -12 | 44
CCOC(=O)c1c(NC(=O)Cc2cccs2)sc(C(=O)NC2CCCC2)c1C | 11 | 33
C=CCn1c(SCC(=O)c2ccc(OC)cc2)nnc1C(C)NC(=O)c1cccs1 (configuration not stated) | -40 | 26
CCOc1ccccc1C(=O)N(CN1CCCC1=O)c1cccc(Cl)c1 | -76 | 66
Cc1cc2cc(CNC(=O)c3ccc(S(=O)(=O)N4CCCCC4)cc3)ccc2[nH]1 | -59 | 65
CC(=O)c1ccc(N2CCN(C(=S)Nc3cccc(F)c3)CC2)cc1 | 5 | 29
Cc1ccc(NS(=O)(=O)c2cc(OCC(N)=O)c(C)cc2Cl)cc1C | -29 | 25
CSc1nnc(-c2cccs2)n1-c1ccccc1 | -22 | 22
CCOc1ccc(C)cc1S(=O)(=O)n1ccc(C)n1 | -2 | 20
CC(NS(=O)(=O)c1ccccc1)C(N)=O (configuration not stated) | 32 | 13
CC1(C)Cc2c(C#N)c(NCC3CCCO3)nc(-c3ccco3)c2CO1 (configuration not stated) | -34 | 28
COc1ccc(C(=O)NCC(=O)OCC(=O)N2CC(C)CC(C)C2)cc1 (configuration not stated) | -23 | 28
O=C(CN1C(=O)c2ccccc2S1(=O)=O)NCc1ccccn1 | -55 | 29
Cc1sc(/N=C/c2ccccc2O)c(C#N)c1C | -27 | 24
O=C(CCS(=O)(=O)c1ccc(Br)s1)NC1CCCC1 | 8 | 18
Cc1cc(NC(=O)c2ccc3c(c2)OCO3)no1 | -32 | 23
CCCc1nnc(NC(=O)CCN2C(=O)c3ccccc3C2=O)s1 | -6 | 22
Cn1nnnc1SCCNCc1ccc(Cl)cc1 | 8 | 15
CCOC(=O)C1CCN(Cc2ccc(O)c3ncccc23)CC1 | 43 | 20
O=C(Nc1ccncc1)C1COc2ccccc2O1 (configuration not stated) | -1 | 21
CCn1c2ccccc2c2cc(NC(=O)CSc3nnc(C4CC4)n3Cc3ccco3)ccc21 | ? | /
CC(C)NC(=O)CSc1nc(Cc2cccs2)nc2ccccc12 | -6 | 41
CC1CN(S(=O)(=O)c2cccc(C(=O)NCc3ccc4c(c3)OCO4)c2)CC(C)O1 (configuration not stated) | 17 | 33

Reformatted with each value named: 4 of the compounds above.
> CCOC(=O)C1CCN(Cc2ccc(O)c3ncccc23)CC1
  mHtt clearance: 43
  mHtt clearance grain fraction: 20
> O=C(Nc1ccncc1)C1COc2ccccc2O1 (configuration not stated)
  mHtt clearance: -1
  mHtt clearance grain fraction: 21
> CCn1c2ccccc2c2cc(NC(=O)CSc3nnc(C4CC4)n3Cc3ccco3)ccc21
  mHtt clearance: ?
  mHtt clearance grain fraction: /
> CC(C)NC(=O)CSc1nc(Cc2cccs2)nc2ccccc12
  mHtt clearance: -6
  mHtt clearance grain fraction: 41

(continued)
SMILES | mHtt clearance | mHtt clearance grain fraction
CCn1nc(C(=O)OCC(=O)c2ccc3c(c2)OCCO3)c2ccccc2c1=O | -6 | 45
CN(C)c1nc(Oc2ccc(N)cc2)nc(N(C)C)n1 | -24 | 25
CCOC(=O)CNC(=O)C1(c2ccccc2)CCCC1 | -13 | 25
Cn1c(SCC(=O)N2CCc3ccccc3C2)nnc1-c1cccs1 | 10 | 18
COc1ccc(S(=O)(=O)Cc2ccc(C(=O)N3CCN(c4ccc(Cl)cc4)CC3)o2)cc1 | 21 | 39
COc1ccc(OC)c(NC(=O)c2ccc(CN(c3cc(Cl)ccc3C)S(=O)(=O)c3ccccc3)cc2)c1 | 0 | 39
O=c1c[n+]([O-])c2ccccc2n1OCc1c(F)cccc1F | -281 | 64
Cc1ccc(S(=O)(=O)NC(=O)NCc2ccc3c(c2)OCO3)cc1 | -20 | 22
CCc1nn2c(=O)cc(CSc3nc(C)cc(=O)[nH]3)nc2s1 | 18 | 39
Cc1ccc2occ(/C=C/C(=O)c3ccccc3O)c(=O)c2c1 | -29 | 28
CC(C)c1cc(C(=O)O)n(-c2ccccc2)n1 | 40 | 11
Cc1cc(C(F)(F)F)c(C#N)c(N2CCOCC2)n1 | 31 | 29
Cc1ccc(S(=O)(=O)CC(=O)N2CCCCCC2)cc1 | -3 | 21
O=c1c2ccccc2nc(-c2ccco2)n1-c1nc2ccccc2s1 | 7 | 37
O=C(Nc1ccccc1C(F)(F)F)N1CCCCCC1 | -2 | 20
Cc1cccc(NC(=O)c2c(C)nc3ccccn23)c1 | -1 | 20
COC(=O)C(C(=O)NCC1CCCO1)C1CCCC1 (configuration not stated) | 0 | 20
COc1ccc2c(c1)nc(SCC(=O)c1ccc(Br)s1)n2C | 35 | 25
CC(Sc1nnc(COc2ccc3ccccc3c2)n1C)C(=O)O (configuration not stated) | -2 | 38
COC(=O)CNc1c(-c2ccccn2)nc2ccc(Br)cn12 | 38 | 10
COCCNC(=O)CCc1nc(-c2ccccc2)no1 | -23 | 25
CCOc1ccc(NS(=O)(=O)N(C)C)cc1 | -21 | 23
CC(C)(C)OC(=O)N1CCC(C(=O)N[C@@H](Cc2ccccc2)C(=O)O)CC1 | ? | /
CCC(C)N=Cc1c(NCc2ccco2)nc2c(C)cccn2c1=O (configuration not stated) | -1 | 42
CCn1c(SCC(=O)N2CCc3ccccc32)nnc1-c1ccco1 | -17 | 52
Nc1ccc(-n2nncc2-c2ccccc2)cc1 | -6 | 19
CCN(CC)CCCNC(=O)CC1Sc2ccccc2NC1=O (configuration not stated) | 4 | 20
Cc1cc(C(F)F)n2ncc(C(=O)NC3CCCCCC3)c2n1 | -11 | 23
Oc1c(CN2CCCCC2)cc(Br)c2cccnc12 | -10 | 39
COc1ccc(S(=O)(=O)N2CCN(CCC(=O)Nc3ccccc3F)CC2)cc1 | 8 | 19
O=C(O)c1cccnc1SCC(=O)N1CCCCCC1 | 0 | 37
CCCn1c(/N=C/c2c[nH]c3ccccc23)nc2ccccc21 | 33 | 26
COc1ccc(OC)c2c(N3CCN(C)CC3)cc(C(F)(F)F)nc12 | 23 | 29
C(=N\N(c1ccccc1)c1ccccc1)/c1ccc2c(c1)OCO2 | -9 | 42
CCc1nnc(NC(=O)C2CCCN(c3nc4ccccc4s3)C2)s1 (configuration not stated) | -39 | 55
COc1ccc(Cc2nc3ccc(S(=O)(=O)N4CCOCC4)cc3[nH]2)cc1OC | 20 | 32
Cc1ccc(-c2ccc(=O)n(CC(=O)NCCCN3CCCCC3)n2)cc1 | -9 | 22
CN(C)c1nc(OCCOC(=O)c2ccccc2)nc(N(C)C)n1 | -21 | 49
CCn1c(SCC(=O)NCc2ccco2)nc2cccnc21 | -56 | 29
Cc1ccc(C2c3c(-c4ccccc4O)n[nH]c3C(=O)N2Cc2ccncc2)cc1 (configuration not stated) | 2 | 44
O=C(CSC1=NS(=O)(=O)c2ccccc21)Nc1ccccc1 | 11 | 30
CCOc1ccc(CNC(=O)c2cc3oc4ccccc4c3n2C)cc1 | -4 | 22
CCN(CCCNC(=O)C1CCC(=O)N1Cc1ccc(C)cc1)c1cccc(C)c1 (configuration not stated) | 11 | 39
CCNC(=O)COc1ccc(Br)cc1Cl | -28 | 25
CC/C(C)=C1\SC(N2CCOCC2)=NC1=O | -26 | 25
CCN1CCN(C(=O)CN2C(=O)c3cccc4cccc2c34)CC1 | 55 | 8
Cc1ccc(S(=O)(=O)N2CCN(S(=O)(=O)N3CCCCC3)CC2)cc1 | -89 | 32
O=C(N/C=C\c1ccccc1)NCc1ccc(Cl)cc1 | -3 | 32
CCOC(=O)c1nnn(-c2nonc2-n2cccc2)c1C | 36 | 13
O=C(CSc1nccc2ccccc12)N1CCN(c2ccccn2)CC1 | 15 | 35
Clc1ccc(C=NC23CN4CN(CN(C4)C2)C3)cc1 | -42 | 48
CC(=O)N1CCN=C1SCc1ccccc1Cl | 12 | 36
CCn1c2ccccc2c2cc(/C=N/n3c(C)nnc3C)ccc21 | 16 | 27
Cc1ccc(-n2c3c(c(=O)[nH]c2=O)C(C(F)(F)F)(C(F)(F)F)NC(=O)N3)cc1 | 42 | 22
CC(C(=O)N1CCOCC1)(c1ccccc1)c1ccccc1 | -12 | 21
COc1cccc(OCC(O)CO)c1 (configuration not stated) | 21 | 26
Cc1ccnc(NC(=O)CCC(=O)N(CC(=O)NC2CCCCC2)CC2CCCO2)c1 (configuration not stated) | 50 | 15
COc1ccc(-c2ccc(S(=O)(=O)N3CCOCC3)cc2)cc1 | -10 | 20
O=C(NCc1ccncc1)c1ccc(Br)cc1 | 32 | 25
CCCCOc1ccc(Br)cc1/C(C)=N/NC1=NCCN1 | i | 470

4 compounds drawn at random from those above, as already listed:
SMILES | mHtt clearance | mHtt clearance grain fraction
CCCCOc1ccc(Br)cc1/C(C)=N/NC1=NCCN1 | i | 470
COc1cccc(OCC(O)CO)c1 (configuration not stated) | 21 | 26
CC(=O)N1CCN=C1SCc1ccccc1Cl | 12 | 36
Cc1ccnc(NC(=O)CCC(=O)N(CC(=O)NC2CCCCC2)CC2CCCO2)c1 (configuration not stated) | 50 | 15

(next part)
SMILES | mHtt clearance | mHtt clearance grain fraction
O=c1n(Cc2ccc(Cl)cc2)c2sc3c(c2c2ncnn12)CCCC3 | -6 | 21
CC(=O)Nc1nonc1-c1nc2ccccc2n1CCC(C)C | -22 | 23
O=C(c1ccc(Oc2ccccc2)cc1)c1nc2c(n1O)CCCC2 | -2 | 21
CCc1ccccc1N(CC(=O)NCCSCc1ccco1)S(C)(=O)=O | ? | /
CC1(C)Oc2ccc(NC(=O)c3ccco3)cc2O1 | -11 | 45
O=C(c1ccco1)N1CCC(c2ccccc2)C1 (configuration not stated) | -5 | 47
Cn1c(SCC(=O)NCc2ccco2)nnc1-c1cccs1 | -18 | 23
CCCC(=O)Nc1ccc2oc(-c3cccnc3)nc2c1 | 5 | 44
COc1cc(-c2nnc(-c3cc(OC)c(OC)c(OC)c3)o2)cc(OC)c1OC | 35 | 14
Cc1[nH]c2c(Br)cccc2c1[C@H]1[C@@H](CC#N)C1(C)C | -10 | 43
Cn1cnnc1SCNC(=O)C(F)(F)F | 0 | 38
COc1ccc(C(=O)CSc2nnc(CNc3ccc(C)cc3C)o2)cc1 | -10 | 21
COC(=O)CCNc1ccc2c(c1)OCCO2 | -7 | 40
O=S(=O)(c1ccc(Br)s1)N1CCN(Cc2ccc3c(c2)OCO3)CC1 | 18 | 17
COc1cccc(C2=CC(c3cccc(OC)c3OC(F)F)n3nnnc3N2)c1 (configuration not stated) | -65 | 35
Cc1ccccc1C(=O)Nc1ccc(-c2nc3ccc(C(=O)c4ccccc4)cc3[nH]2)cc1 | -13 | 35
O=C1SC(c2ccccc2)=C/C1=C\N1CCCCC1 | 53 | 16
O=C(OCC(=O)N1CCN(c2ccccc2)CC1)c1cccc(Cl)c1 | 68 | 6
CCOC(=O)CN1C(=O)NC2NC(=O)NC21 (configuration not stated) | -39 | 51
c1nc(N2CCCC2)c2[nH]cnc2n1 | 30 | 15
CCc1nc(Nc2ccc3nccnc3c2)c2oc3ccccc3c2n1 | 12 | 18
O=C(Nc1ccccn1)NC(C(F)(F)F)C(F)(F)F | 26 | 25
COc1ccc2ncn(-c3ccccc3)c2c1 | 75* | 5*
O=C(NCc1ccc2c(c1)OCO2)C1CC(=O)N(C2CCCCCCC2)C1 (configuration not stated) | 36 | 13
Cc1ccc(S(=O)(=O)N2CC(=O)Nc3ccccc32)cc1C | 11 | 34
CC(C)Oc1ccc(CNCC2(O)CCOC(C)(C)C2)cc1 (configuration not stated) | -35 | 27
Cc1noc(C)c1COC(=O)C1CC(O)CN1S(=O)(=O)c1ccc(Cl)cc1 (configuration not stated) | 48 | 19
O=C(Nc1nc(COc2ccccc2)cs1)C12CC3CC(CC(C3)C1)C2 | 24 | 16
CC(C)n1c(SCCCc2ccccc2)nc2c1c(=O)[nH]c(=O)n2C | 28 | 23
CCn1c(CNc2ccc(OC)cc2)nnc1SCC(=O)N1CCCc2ccccc21 | -29 | 25
COC(=O)c1sc2ncccc2c1OCc1c(Cl)cccc1Cl | 1 | 21
Cc1onc(-c2c(Cl)cccc2Cl)c1C(=O)NCC1CCCO1 (configuration not stated) | -2 | 19

Bioassay records (PubChem BioAssay)
